NPYLR7 ag – agonists of mosquito NPYLR7 receptor, primary screen, cell-based, Aedes aegypti, calcium fluorescence, mosquito biting behavior | Aedes aegypti neuropeptide Y-like receptor 7 (NPYLR7) | HEK293T NPYLR7/Galpha15, GCaMP6s calcium fluorescence | hit rate 0.15% among 270,000 | activation, % at 10 µM; in the data active = activation above about 40%;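 also: 0% = vehicle and 100% = reference agonist at the receptor; some compounds past the cut are filed as inactive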
mcGAS inh – cyclic GMP-AMP synthase inhibitors, mouse, primary biochemical chemiluminescence | Q8C6L5 | recombinant cGAS, Kinase-Glo ATP depletion luminescence | inhibition, % at 12.5 µM | hit rate 0.15% among 160,000;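 also: 0% = negative control wells and 100% = reference inhibitor with no enzyme activity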
hcGAS lum – Primary biochemical luminescence assay for human cyclic GMP-AMP synthase inhibitors. Q8N884. recombinant h-cGAS, ATP depletion, Kinase-Glo luminescence. inhibition, % at 12.5 µM. hit rate 0.081% among 290,000;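 also: 0% = vehicle reaction and 100% = reaction without DNA for no activity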
Target sequence (Q8N884 whole entry, looked up): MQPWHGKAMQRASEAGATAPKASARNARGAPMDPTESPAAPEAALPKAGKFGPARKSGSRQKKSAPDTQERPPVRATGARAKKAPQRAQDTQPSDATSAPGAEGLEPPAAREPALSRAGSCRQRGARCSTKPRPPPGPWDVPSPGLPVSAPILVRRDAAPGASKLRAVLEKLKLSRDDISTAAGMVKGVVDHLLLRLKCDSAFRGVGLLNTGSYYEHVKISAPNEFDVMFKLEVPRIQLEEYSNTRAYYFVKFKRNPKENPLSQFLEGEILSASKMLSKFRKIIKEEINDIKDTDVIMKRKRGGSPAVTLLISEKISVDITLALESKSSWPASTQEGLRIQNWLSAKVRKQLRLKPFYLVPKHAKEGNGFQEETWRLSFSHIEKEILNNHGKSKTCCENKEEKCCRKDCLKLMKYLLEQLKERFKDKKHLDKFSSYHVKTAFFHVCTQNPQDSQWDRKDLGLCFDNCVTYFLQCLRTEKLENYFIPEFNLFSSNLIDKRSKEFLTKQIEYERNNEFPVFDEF
* = called active by the depositor. Rule as the data show it, unless noted: active = inhibition above about 40%; inactive = the rest.

Cc1cc(C)n(C(C)C(=O)N2CCc3c(nc(C)nc3N3CCCC3)C2)n1 (stereo not given) was read as NPYLR7 ag -1 and hcGAS lum -7.
`CC(=O)c1c(F)cccc1OC(C)c1ccccc1` (stereo not given) gave NPYLR7 ag -3 and hcGAS lum -13.
Cc1ccc(NC(=O)N2CCN(c3nc(Cc4ccccc4)ns3)CC2)cc1Cl was read as NPYLR7 ag -6, mcGAS inh -1 and hcGAS lum 0.
Screening Cc1cc(C)nc(-n2cccc2CN2CCC3(CC2)Nc2ccccc2C(=O)N3C2CCCC2)n1 returned NPYLR7 ag 0 and hcGAS lum -7.
Screening Cc1ccnc(SCc2cc(=O)c(OC(=O)COc3ccccc3C)co2)n1 returned NPYLR7 ag -7, mcGAS inh -6 and hcGAS lum -1.
`Cc1ccccc1-c1cc(O)c2c(c1)CN(c1ncnc3c1CCC3)CCO2` gave NPYLR7 ag 2, mcGAS inh -11 and hcGAS lum -6.
For Cc1ccc(CNC(=O)C2CCN(S(=O)(=O)c3ccc4c(c3)OCCO4)CC2)cc1F the results were NPYLR7 ag -7, mcGAS inh -9 and hcGAS lum -4.
Screening N#Cc1cc(F)ccc1N1CCN(c2ccc(C(N)=O)cc2)CC1 returned NPYLR7 ag -20 and hcGAS lum -7.
For CS(=O)(=O)c1ccc(CN2CCCC(c3ccccc3)C2)cc1 (stereo not given) the results were NPYLR7 ag 0, mcGAS inh -18 and hcGAS lum 1.
`CCC(=O)Nc1nnc(SCC(=O)Nc2cc(C)ccc2C)s1` gave NPYLR7 ag 5, mcGAS inh -6 and hcGAS lum -7.
CN(CCc1nc2ccc(Cl)cc2[nH]1)Cc1nc(Cc2cccc(C(F)(F)F)c2)no1 was read as NPYLR7 ag 1, mcGAS inh -8 and hcGAS lum -6.
Cc1ccc(S(=O)(=O)NC(C)Cn2cncn2)c(C)c1 (stereo not given) was read as NPYLR7 ag 1, mcGAS inh -8 and hcGAS lum -7.
O=C(c1c(F)cccc1Cl)N1CCN(C2c3ccccc3CCc3ccccc32)CC1 was read as NPYLR7 ag 7, mcGAS inh -9 and hcGAS lum -12.
CC(=O)c1ccc(N2CCN(C(=O)c3ccccc3F)CC2)c(F)c1 was read as NPYLR7 ag 0, mcGAS inh -4 and hcGAS lum -1.
`O=C(NCc1ccc2[nH]c3c(c2c1)CCCCCC3)C1CCS(=O)(=O)CC1` gave NPYLR7 ag 13 and hcGAS lum -3.
`Cc1ccccc1C(=O)N1CCC(C(NC(=O)c2ccc(F)cc2)C(=O)NC2CC2)CC1` (stereo not given) gave NPYLR7 ag -2, mcGAS inh -4 and hcGAS lum -3.
`Cc1ccc(-n2ncc3c(=O)n(NC(=O)Cc4ccc(F)cc4)cnc32)cc1C` gave NPYLR7 ag 7 and hcGAS lum -11.
Cc1ccc(Cn2ncc3cc(Br)cnc32)cc1 was read as NPYLR7 ag 8 and hcGAS lum -3.
`COc1cc(C)nc(N(CC(=O)O)S(=O)(=O)c2ccc(C)cc2)n1` gave NPYLR7 ag -3, mcGAS inh -5 and hcGAS lum -6.
O=[N+]([O-])c1cccc(-c2c[n+]3c(n2-c2ccccc2)SCC3)c1 was read as NPYLR7 ag 2 and hcGAS lum -1.
Screening C=CCOC(=O)C1=C(C)NC(C)=C(C(=O)OCC=C)C1c1cccc(Oc2ccccc2)c1 returned NPYLR7 ag 1, mcGAS inh -8 and hcGAS lum -7.
`COc1cccc(-c2nn(-c3ccccc3)cc2CN2CCCC(CN3CCCC3=O)C2)c1` (stereo not given) gave NPYLR7 ag 19 and hcGAS lum -2.
Screening CCNC(=O)N1CCC(NC(=O)[C@H](N)c2ccccc2)CC1 returned NPYLR7 ag 26 and hcGAS lum -8.
Cc1cccc(-c2ccc(NC(=O)C3CCN(C(=O)CSc4ccncc4)CC3)cc2)c1 was read as NPYLR7 ag 5, mcGAS inh -11 and hcGAS lum -6.
Screening COc1ccccc1CNc1nc2c(-c3cccc(C)c3)nnn2c2ccccc12 returned NPYLR7 ag -6, mcGAS inh -1 and hcGAS lum -2.
`Cc1nc2ccc(Cl)cn2c(=O)c1NC(=O)C1CCCC1` gave NPYLR7 ag 5 and hcGAS lum -17.
Screening COc1cc(C(=O)NCCc2csc3nc(-c4ccccc4F)nn23)c([N+](=O)[O-])cc1OC returned NPYLR7 ag -4, mcGAS inh -8 and hcGAS lum -5.
Screening c1ccc2c(c1)OC1(CCCCC1)O2 returned NPYLR7 ag 7, mcGAS inh -5 and hcGAS lum -4.
NC(=O)c1cc2ccccc2oc1=NCc1ccccc1 was read as NPYLR7 ag -6, mcGAS inh -4 and hcGAS lum -2.
Screening O=C(Cn1ccc(=O)c2ccccc21)Nc1cc(Cl)ccc1C(=O)N1CCCC1 returned NPYLR7 ag 4 and hcGAS lum -11.
CN(C)c1ccc(C(=O)N2CCC3(CCCO3)CC2)c2ccccc12 was read as NPYLR7 ag 1, mcGAS inh -7 and hcGAS lum -1.
O=C(CCCCCCC(=O)Nc1ccccc1)NO was read as NPYLR7 ag -3 and hcGAS lum -2.
Screening COc1ccc(-c2cnc3ncnn3c2N2CCC(N3CCCC(C)C3)CC2)cc1OC (stereo not given) returned mcGAS inh -6 and hcGAS lum -2.
Screening Cn1ncc(Oc2cccc(C(F)(F)F)c2)c(Nc2cccc(C(=O)O)c2)c1=O returned NPYLR7 ag 12, mcGAS inh -5 and hcGAS lum -3.
`COc1ccc(C(=O)N2C(C(=O)O)COC23CCN(C(=O)Cc2cccs2)CC3)cc1` (stereo not given) gave NPYLR7 ag 8, mcGAS inh -6 and hcGAS lum -5.
Screening Cc1ccc(Cc2nc(CSc3nncn3C)cs2)cc1 returned NPYLR7 ag 13, mcGAS inh -5 and hcGAS lum -1.
CNC(=O)COC1CN(C(=O)Cc2ccccc2)CCC(=O)N(C)c2ccccc21 (stereo not given) was read as NPYLR7 ag 5, mcGAS inh -7 and hcGAS lum -9.
CC(C)OCCCNC(=O)c1cn(C)nc1S(=O)(=O)N1CCN(c2ccc(Cl)cc2)CC1 was read as NPYLR7 ag -3, mcGAS inh -4 and hcGAS lum -3.
CCOC(=O)C1C(c2ccc([N+](=O)[O-])o2)NC(=O)NC1(O)C(F)(F)F (stereo not given) was read as NPYLR7 ag 1, mcGAS inh -5 and hcGAS lum -6.
`CCc1nc(SCC(=O)N2CCc3[nH]nc(-c4ccccc4)c3C2)n[nH]1` gave NPYLR7 ag -2, mcGAS inh -14 and hcGAS lum -2.
For CC1CN(Cc2nc3cc(Cl)ccc3n2Cc2ccccc2)CCO1 (stereo not given) the results were NPYLR7 ag 2 and hcGAS lum -1.
For COc1ccc(C=NNC2=Nc3cccc4cccc2c34)cc1 the results were NPYLR7 ag 5, mcGAS inh -6 and hcGAS lum -6.
`COc1cc2c(cc1OC)C(NNC(N)=O)=NC(C)(C)C2` gave NPYLR7 ag 2 and hcGAS lum -4.
CCCCOc1ccc(C(=O)NCC2Cc3cc(C(=O)OC)ccc3O2)cc1 (stereo not given) was read as NPYLR7 ag 29, mcGAS inh -6 and hcGAS lum -3.
O=P(Cc1cccc[n+]1[O-])(c1ccccc1)c1ccccc1 was read as NPYLR7 ag -7, mcGAS inh -6 and hcGAS lum -1.
CCOC(=O)C1CCCN(C(=O)CC2CSc3nc(C)cc(=O)n32)C1 (stereo not given) was read as NPYLR7 ag 0 and hcGAS lum -2.
`N[n+]1cnn(CC(=O)c2ccccc2Br)c1` gave NPYLR7 ag -6 and hcGAS lum -2.
For CC(=O)c1ccc(N=Cc2nc(-c3ccc(Cl)cc3)oc2O)cc1 the results were NPYLR7 ag -13, mcGAS inh 2 and hcGAS lum 2.
For COc1ccccc1CNC(=O)CSc1ccc(NC(=O)c2ccccc2)nn1 the results were NPYLR7 ag 2, mcGAS inh -8 and hcGAS lum -6.
CCN(CC)C(=O)Oc1ccc2c(ccn2Cc2cc(C)cc(C)c2)c1NC(=O)c1cccc(OC(C)=O)c1C was read as NPYLR7 ag 0, mcGAS inh -5 and hcGAS lum -3.
CC(C)COc1ccccc1CN(C)C(=O)C1CCNCC1 was read as mcGAS inh -10 and hcGAS lum -7.
`CCOC(=O)c1nn(-c2ccccc2C)c(=O)cc1NC(=O)c1cccc(C)c1` gave mcGAS inh -3 and hcGAS lum 5.
For CCC(C)NC(=O)CN1C(=O)NC(C)(c2ccc(Cl)cc2)C1=O (stereo not given) the results were NPYLR7 ag -6, mcGAS inh -4 and hcGAS lum -6.
For COc1ccccc1-c1cc(C(=O)NC(C)C(C)C)n2nc(-c3ccc(Cl)cc3)cc2n1 (stereo not given) the results were NPYLR7 ag 7, mcGAS inh -10 and hcGAS lum -4.
For CC(C)(C)NC(=O)C1(C)CCN1Cc1cccc2c1OCO2 (stereo not given) the results were NPYLR7 ag 7 and hcGAS lum -10.
Cc1cccc(-n2c(C)nc3sccc3c2=O)c1 was read as NPYLR7 ag -8 and hcGAS lum -4.
Cc1cc(C(=O)CSc2nnc3n2CCCCC3)c(C)n1C was read as NPYLR7 ag -1 and hcGAS lum -4.
`CC(NC(=O)N1CCN(c2ncccn2)CC1)c1cccs1` (stereo not given) gave NPYLR7 ag -1, mcGAS inh -7 and hcGAS lum -14.
Screening CCc1ccc(OCCSc2nc3ccccc3n2CC(=O)O)cc1 returned NPYLR7 ag 0, mcGAS inh -5 and hcGAS lum -10.
Screening Cc1ccccc1NC(=O)N1CCSC1c1ccco1 (stereo not given) returned NPYLR7 ag 24, mcGAS inh -4 and hcGAS lum -9.

Ten entries already listed, arranged by number of heavy atoms, rising:
`N[n+]1cnn(CC(=O)c2ccccc2Br)c1` gave NPYLR7 ag -6 and hcGAS lum -2.
Cc1cccc(-n2c(C)nc3sccc3c2=O)c1 was read as NPYLR7 ag -8 and hcGAS lum -4.
Screening Cc1ccccc1NC(=O)N1CCSC1c1ccco1 (stereo not given) returned NPYLR7 ag 24, mcGAS inh -4 and hcGAS lum -9.
CC(C)COc1ccccc1CN(C)C(=O)C1CCNCC1 was read as mcGAS inh -10 and hcGAS lum -7.
For CCC(C)NC(=O)CN1C(=O)NC(C)(c2ccc(Cl)cc2)C1=O (stereo not given) the results were NPYLR7 ag -6, mcGAS inh -4 and hcGAS lum -6.
For CC(=O)c1ccc(N=Cc2nc(-c3ccc(Cl)cc3)oc2O)cc1 the results were NPYLR7 ag -13, mcGAS inh 2 and hcGAS lum 2.
Screening CCc1ccc(OCCSc2nc3ccccc3n2CC(=O)O)cc1 returned NPYLR7 ag 0, mcGAS inh -5 and hcGAS lum -10.
For COc1ccccc1CNC(=O)CSc1ccc(NC(=O)c2ccccc2)nn1 the results were NPYLR7 ag 2, mcGAS inh -8 and hcGAS lum -6.
For COc1ccccc1-c1cc(C(=O)NC(C)C(C)C)n2nc(-c3ccc(Cl)cc3)cc2n1 (stereo not given) the results were NPYLR7 ag 7, mcGAS inh -10 and hcGAS lum -4.
CCN(CC)C(=O)Oc1ccc2c(ccn2Cc2cc(C)cc(C)c2)c1NC(=O)c1cccc(OC(C)=O)c1C was read as NPYLR7 ag 0, mcGAS inh -5 and hcGAS lum -3.

Going on with the list:
For O=C1c2nccnc2C(=O)N1c1cc(Cl)cc(Cl)c1 the results were NPYLR7 ag 7, mcGAS inh 4 and hcGAS lum 3.
O=C(CCn1c(=O)oc2cc(S(=O)(=O)N3CCCC3)ccc21)Nc1cc(Cl)cc(Cl)c1 was read as NPYLR7 ag -4, mcGAS inh -7 and hcGAS lum -2.
COC(CNc1ncnc2c1c(-c1ccccc1)cn2-c1ccc(F)cc1)OC was read as NPYLR7 ag -6, mcGAS inh -8 and hcGAS lum -6.
Screening COC(=O)c1ccc(NC(=O)Cn2cc(OC)c(=O)cc2CSc2nccc(C)n2)cc1 returned NPYLR7 ag 0, mcGAS inh -6 and hcGAS lum -2.
`c1csc(C(CNc2ncnc3sc4c(c23)CCC4)N2CCCC2)c1` (stereo not given) gave NPYLR7 ag -1 and hcGAS lum -2.
For O=C(Nc1cc(C(F)(F)F)ccc1N1CCCCC1)c1ccncc1 the results were NPYLR7 ag 6, mcGAS inh -8 and hcGAS lum -5.
Screening CCC(=O)C1=C(c2ccccc2)N(C(=O)CC)n2cnnc2S1 returned NPYLR7 ag 7 and hcGAS lum -7.
For c1ccc2[nH]c(CSc3n[nH]c4nc5ccccc5n34)nc2c1 the results were NPYLR7 ag -6 and hcGAS lum -11.
`CN(CCc1nc2ccc(Cl)cc2[nH]1)C(=O)c1ncn[nH]1` gave NPYLR7 ag 10 and hcGAS lum -6.
Cc1nc2sccn2c1-c1csc(Nc2cccc(C(=O)O)c2)n1 was read as NPYLR7 ag -22, mcGAS inh 11 and hcGAS lum 14.
`S=c1[nH]nc2n(C3CC3)c(-c3ccccc3)nn12` gave NPYLR7 ag -6 and hcGAS lum -17.
For CC(C)(C)n1ncc2c1CCCC2NC(=O)CCn1c(=O)oc2ccccc21 (stereo not given) the results were NPYLR7 ag -1 and hcGAS lum -7.
`CC(C)Cc1cc(C(=O)NCc2ncn[nH]2)n[nH]1` gave NPYLR7 ag 4, mcGAS inh -12 and hcGAS lum -3.
For CCCS(=O)(=O)Oc1cc(Cl)ccc1-c1nc2ncccc2o1 the results were NPYLR7 ag 20, mcGAS inh -4 and hcGAS lum -2.
CCC1(CC)CN(C(=O)CC2C(=O)NCCN2Cc2ccoc2)CCO1 (stereo not given) was read as NPYLR7 ag 3 and hcGAS lum -4.
Screening CN(Cc1ncccc1C(=O)O)CC1CCN(c2ccccc2)C1 (stereo not given) returned NPYLR7 ag 5, mcGAS inh -10 and hcGAS lum -7.
`N#CCCN(Cc1ccccc1)C(=O)c1ccc(Nc2cccc(C(F)(F)F)c2)nc1` gave NPYLR7 ag -15 and hcGAS lum -3.
For COc1ccc(C)cc1N1CCN(C(=O)c2ccc(Br)cc2)C(C)C1=O (stereo not given) the results were NPYLR7 ag -11, mcGAS inh -5 and hcGAS lum -4.
